# MCF10A rereplic – induces DNA re-replication in MCF 10a normal breast cells. Potency, µM (top dose mostly 46.1 µM), inactives show at the highest dose activity, positive = re-replication, hits mostly activators. 2.9% of 350,000 active. MCF 10A DNA re-replication, Hoechst nuclear intensity, 48 h; further: potency means the concentration at half of the fitted maximal effect; % of control where 0% means no effect; nearly all actives have a fitted effect of over 50% in size
# HT1080 IDH1KD tx – kills HT-1080 cells with IDH1 knockdown | 2% of 360,000 active | AID 686971 | HT-1080 IDH1 knockdown viability, ATP luminescence, 48 h | Potency, µM (series often up to 46.1 µM), without a hit: at the top dose activity, negative = toxicity, actives largely listed as cytotoxic;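 further: potency means the concentration at half of the fitted maximal effect; 0% = DMSO wells and -100% = cell-free medium wells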
#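 Using the IDH1-knockdown HT-1080 line run in the same batch and compound series as the NT line, viability after 48 h at 37 °C was determined by CellTiter-Glo luminescence and expressed as % activity.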
# SW480 rereplic – DNA re-replication induction in SW480 cells | SW480 DNA re-replication, Hoechst DNA content imaging, 48 h | Potency, µM (series often up to 46.1 µM), for the others: top-dose re-replication activation, hits mostly activators | 1.8% of 340,000 active; further: potency means the concentration at half of the fitted maximal effect; % of control where 0% means no effect; nearly all actives have a fitted effect of over 55% in size
#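 Quantitative HTS format with DMSO vehicle controls; 48 hr drug incubation at 37 C, then 40 min Hoechst staining and scanning imager measurement at 405 nm excitation.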
# HT1080NT lethal – kills 2HG-producing HT-1080-NT fibrosarcoma cells; HT-1080-NT fibrosarcoma viability, CellTiter-Glo ATP luminescence, 48 h; Potency, µM (titrated, usually from 46.1 µM), inactives show at the top dose activity, negative = less viability, most hits filed as cytotoxic; 1.6% of 360,000 active;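 further: NT is the 2HG producing partner of a matched IDH1 knockdown line; potency means the concentration at half of the fitted maximal effect; 0% = DMSO-treated cells and -100% = media-only wells without cells; nearly all actives have a fitted effect of over 55% in size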
#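 Viability of the 2HG-overproducing fibrosarcoma line after 48 hours of compound exposure at 37 degrees C was determined by luminescence with CellTiter-Glo, and concentration-effect curves were then fitted and categorized.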
# KB-3-1 tox – kills parental KB-3-1 adenocarcinoma cells | KB-3-1 viability, CellTiter-Glo ATP luminescence, 72 h | Potency, µM (highest dose often 46.1 µM), for the others: at the highest dose activity change, negative = cytotoxic, hits mostly cytotoxic | 1.4% of 400,000 active; further: potency means the concentration at half of the fitted maximal effect; on the % scale 0 is the no-effect control and ±100 the full control effect; nearly all actives have a fitted effect of over 60% in size
#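 Screening of KB-3-1 cells (DMEM, 10% FBS, phenol-red free) ran from lowest to highest compound concentration; after 72 h at 37 °C viability was read luminescently and curves fitted.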
# ATXN viability – cell viability loss in ATXN counter-screen; S2 cells (HEK-293 line with an ATXN2-luciferase reporter) viability, CellTiter-Fluor protease fluorescence, 24 h; Potency, µM (titrated, usually from 56.7 µM), most hits filed as cytotoxic; 0.49% of 400,000 active; AID 651635; further: potency means the concentration at half of the fitted maximal effect; nearly all actives have a fitted effect of over 40% in size
# HepG2 tox – counter-screen for TGF-b inhibitors: cytotoxicity in HepG2 cells; HepG2 CAGA-GFP viability, ATP luminescence, 18 h; Potency, µM (highest dose often 46.1 µM), without a hit: at the top dose activity change, negative = cytotoxicity, actives largely listed as cytotoxic; 0.76% of 410,000 active; further: potency means the concentration at half of the fitted maximal effect; some results filed as inactive show a strong effect at the top dose
#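 CellTiter-Glo luminescence gave cytotoxicity after 18 hours at 37 degrees C. The cells were HepG2 CAGA-GFP in 1% FBS DMEM, stimulated with 500 pg/mL TGF-beta after compound addition. %Activity was normalised to no-cell wells (complete cell-killing) and DMSO (no toxicity), and curves were fitted and classified.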
# IL1B secr inh – inhibitors of inflammasome signaling (IL-1 beta secretion). THP-1 LPS/ATP IL-1B secretion, AlphaLISA, 16 h; stronger effect = lower value. activity change, % at 57.5 µM. 4.7% of 360,000 active; in the data active means activity change below about -50%; inconclusive means mostly about -30% to -49%; further: on the % scale 0 is the no-effect control and ±100 the full control effect
#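 Secreted IL-1B measured by AlphaLISA bead assay after 16 h compound exposure of THP-1 cells; compounds (final up to 57.5 uM) added 1 h before LPS (250 ng/mL) and ATP (1.25 mM) stimulation; lower signal means less secretion.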
# ATXN2 expr inh – inhibitors of ATXN2 expression | 0.72% of 360,000 active | AID 1745845 | HEK-293 ATXN2-luciferase reporter, luminescence, 24 h | Potency, µM (highest dose often 57 µM), without a hit: top-dose activity change, negative = inhibition, hits mostly inhibitors; further: potency means the concentration at half of the fitted maximal effect; on the % scale 0 is the no-effect control and ±100 the full control effect; nearly all actives have a fitted effect of over 55% in size
#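 ATXN2-luciferase reporter cells (luciferase flanked by upstream and downstream ATXN2 gene portions) were treated 24 h at 37 °C with compounds at up to 57 uM. SteadyGlo luminescence gave expression; GF-AFC fluorescence gave viability.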
# * hit, by the source's call; i = inactive; ? = inconclusive; . = no result given; [ ] = another dose, or the depositor's remark. Unless noted, the call rests on the fitted dose curve; in most records, active means well fitted curve in the direction sought with a large enough effect; inconclusive means small, poorly fitted or top-dose-only effect, or another doubt; inactive means no such curve, though single readings can be large; an effect the other way counts as inactive or inconclusive.
smiles	MCF10A rereplic	HT1080 IDH1KD tx	SW480 rereplic	HT1080NT lethal	KB-3-1 tox	ATXN viability	HepG2 tox	IL1B secr inh	ATXN2 expr inh
COc1cc(C)ccc1S(=O)(=O)N1CCN(C23CC4CC(CC(C4)C2)C3)CC1	?	6.5%	1.9%	4.7%	29.7%	i	-23.5%	-5.6	?
CCCCOC(=O)NC1CCc2cc(OC)c(OC)c(OC)c2-c2ccc(SC)c(=O)cc21 (stereo unspecified)	?	0.0092µM*	?	0.0082µM*	0.146µM*	0.0377µM*	0.1%	31.0	0.8%
COC(=O)c1[nH]c2ccccc2c1NC(=O)CNC1CCCCC1	?	0.0%	-2.2%	-0.4%	5.1%	i	-21.7%	17.3	-15.0%
CC1CCC2(CC1)NC(=O)N(CC(=O)N1c3ccccc3CC1C)C2=O (stereo unspecified)	?	-8.7%	13.4%	-3.6%	.	i	-2.9%	-2.7	-15.1%
COc1ccc(NC(=O)CSc2nc3ccccc3c(=O)n2CCNC(C)=O)cc1	-3.7%	-14.2%	-7.8%	-12.1%	25.1%	?	-41.8%	-6.7	-4.8%
Cc1ccc(N)cc1NC(=O)CN1CCOCC1	7.4%	-0.2%	1.7%	6.1%	-1.6%	i	-0.8%	13.4	2.6%
Cc1cc2c(n1-c1ccc(C(=O)NCC(C)c3ccccc3)cc1)CCCC2 (stereo unspecified)	.	.	.	.	-0.2%	i	-61.7%	.	0.0%
Cc1ccc(C(=O)O/N=C/c2ccc3c(c2)OCO3)cc1	10.0%	1.3%	0.2%	2.3%	5.8%	?	29.8%	2.8	2.2%
COCC(=O)N1CCC(Oc2ccc(C(=O)NCCCn3cccn3)cc2)CC1	-1.0%	0.8%	1.3%	-0.9%	0.0%	i	8.8%	22.6	-11.1%
O=C(COC(=O)c1cc(S(=O)(=O)N2CCOCC2)c(Cl)cc1Cl)NC1CC1	27.1%	-8.7%	11.7%	-5.4%	2.6%	i	-2.6%	-96.7*	-6.3%
CC1CCCN(C2=C(NS(=O)(=O)c3ccc(Cl)cc3)C(=O)c3ccccc3C2=O)C1 (stereo unspecified)	?	-5.1%	-1.3%	-1.9%	-2.2%	i	-15.5%	-7.7	-11.0%
CC(=O)OCC(=O)C1(O)CCC2C3CCC4=CC(=O)C=CC4(C)C3C(=O)CC21C (stereo unspecified)	-0.8%	23.5%	-8.2%	1.9%	1.5%	i	-0.2%	?	11.2%
COc1ccc(C(=O)NCC2CCCN2S(=O)(=O)c2cccs2)cc1OC (stereo unspecified)	-1.4%	11.6%	-5.5%	10.4%	3.3%	i	-9.4%	0.0	-1.0%
Cc1ccc(-c2nc3ccc(Br)cn3c2Cc2ccccc2C(F)(F)F)cc1	.	-27.3%	.	-23.8%	?	?	-25.7%	16.5	33.8%[activator]
O=C1CSC(c2cccs2)N1c1ccccc1 (stereo unspecified)	-2.6%	24.2%	-2.1%	1.9%	?	i	-24.5%	21.6	-9.0%
CCOc1ccc(N2CC(c3nc4ccccc4n3Cc3cccc(Cl)c3)CC2=O)cc1 (stereo unspecified)	.	.	.	.	-17.1%	i	-37.3%	.	-0.9%
CCCCCSc1nc(O)cc(=O)[nH]1	12.5%	-0.4%	-0.9%	-4.1%	11.3%	i	0.8%	15.1	-3.6%
Cc1c(C)n(CCC#N)c2ccccc12	?	12.2%	-4.7%	-2.4%	2.7%	?	4.8%	10.2	-6.5%
CC(C)C[C@H](NC(=O)OC(C)(C)C)C(=O)N1CCC(C(=O)N[C@@H](Cc2ccccc2)C(=O)O)CC1	?	16.4%	2.4%	0.9%	4.6%	i	-5.8%	10.8	-13.0%
CN(Cc1ccccc1)C(=S)NC(=O)c1ccccc1	5.6%	-1.3%	-19.2%	-10.1%	-24.7%	i	-23.7%	-6.5	-5.9%

# Arranged by formula weight (lowest first): part of the list above
smiles	MCF10A rereplic	HT1080 IDH1KD tx	SW480 rereplic	HT1080NT lethal	KB-3-1 tox	ATXN viability	HepG2 tox	IL1B secr inh	ATXN2 expr inh
Cc1c(C)n(CCC#N)c2ccccc12	?	12.2%	-4.7%	-2.4%	2.7%	?	4.8%	10.2	-6.5%
CCCCCSc1nc(O)cc(=O)[nH]1	12.5%	-0.4%	-0.9%	-4.1%	11.3%	i	0.8%	15.1	-3.6%
CC(=O)OCC(=O)C1(O)CCC2C3CCC4=CC(=O)C=CC4(C)C3C(=O)CC21C (stereo unspecified)	-0.8%	23.5%	-8.2%	1.9%	1.5%	i	-0.2%	?	11.2%
COc1cc(C)ccc1S(=O)(=O)N1CCN(C23CC4CC(CC(C4)C2)C3)CC1	?	6.5%	1.9%	4.7%	29.7%	i	-23.5%	-5.6	?
COc1ccc(NC(=O)CSc2nc3ccccc3c(=O)n2CCNC(C)=O)cc1	-3.7%	-14.2%	-7.8%	-12.1%	25.1%	?	-41.8%	-6.7	-4.8%

# Other entries.
smiles	MCF10A rereplic	HT1080 IDH1KD tx	SW480 rereplic	HT1080NT lethal	KB-3-1 tox	ATXN viability	HepG2 tox	IL1B secr inh	ATXN2 expr inh
O=C(NCc1csc(-c2ccccc2)n1)c1ccco1	6.1%	-1.1%	-5.7%	1.6%	5.0%	i	-0.2%	-10.5	31.3%[activator]
CCCNC(=O)CSCc1nc(-c2ccc(SC)cc2)oc1C	2.6%	-10.1%	-10.7%	-5.3%	-13.1%	i	-15.9%	-10.8	-20.2%
COC(=O)c1ccc(NC(=O)c2ccccc2N(C)S(C)(=O)=O)cc1	-1.4%	13.6%	-0.9%	5.3%	-7.5%	i	5.9%	12.2	-21.5%
C[C@@H]1CN([C@@H](C)CO)C(=O)CCCn2nncc2CO[C@H]1CN(C)S(=O)(=O)c1ccccc1F	.	0.6%	.	18.2%	5.7%	i	-8.6%	13.2	9.4%
Cc1ccc(NC(=O)CCC(=O)N/N=C/c2ccc([N+](=O)[O-])o2)cc1C	11.3%	-0.6%	?	?	?	i	-106.2%	9.0	.
Cc1ccc(S(=O)(=O)N(C)C)cc1NC(=O)COC(=O)/C=C/c1ccc2c(c1)OCO2	-2.2%	-8.2%	-4.6%	1.1%	1.0%	i	-10.4%	-3.2	-11.1%
Cc1cccc(CN2CCc3c([nH]c4ccccc34)C2)c1	?	-24.9%	25.8%	-23.0%	9.0%	i	-24.0%	?	-7.2%
Cc1cc(C)cc(N(C(=O)CCC(=O)Nc2cc(C)on2)C(C(=O)NC2CCCC2)c2ccco2)c1 (stereo unspecified)	?	-3.3%	15.1%	-1.6%	5.3%	i	-6.3%	-4.6	-21.3%
NS(=O)(=O)c1cnccc1Nc1cccc(Br)c1	13.7%	-4.1%	-2.9%[9.22 µM]	-6.6%	-6.6%	i	0.2%	-5.9	-19.1%
CCc1ccc(-n2c(=O)c3c4c(sc3n(CC(=O)N3CCCCC3CC)c2=O)CCC4)cc1 (stereo unspecified)	.	.	.	.	0.1%	i	-3.4%	.	4.2%
O=C(O)c1ccc(Cl)c(NC(=S)NC(=O)c2cccc(COc3ccccc3)c2)c1	8.2µM*	-9.3%	1.9%	-16.5%	-3.1%	i	-25.8%	19.0	-20.8%
COc1cc(OC)c(-c2nnc(-c3ccc(OC)c(OC)c3OC)o2)cc1OC	-20.8%	-14.0%	-4.5%	-15.1%	5.0%	i	4.6%	-29.2	11.0%
Cc1cccc(COC[C@H](Cc2ccccc2)N2CCN(C(=O)c3cccc(Cl)c3)CCC2=O)c1	.	?	.	-29.6%	?	.	.	-8.4	-36.3%
CCCN(CCC)Cc1cc(=O)oc2cc(C)c(C)cc12	.	-1.3%	.	11.7%	0.1%	i	-2.7%	15.1	2.3%
CCCCNC(=O)N1CCc2ccccc2C1	2.1%	3.8%	23.1µM*	-0.6%	-2.2%	i	-26.9%	22.5	8.2%
CC(=O)c1cc2c(cc1NC(=O)CCNC(=O)c1ccccc1Cl)OCO2	27.4%	-4.1%	-1.8%[9.22 µM]	-1.8%	1.9%	i	0.7%	-16.5	6.3%
Cc1ccc(NC(=O)CN2C(=O)NC3(CCCCC3)C2=O)cc1S(=O)(=O)N1CCOCC1	-1.3%	?	1.9%	-1.9%	2.3%	i	10.0%	24.5	3.8%
CCOc1ccc(N(C)S(=O)(=O)c2ccc(C)c(C(=O)NCCc3ccc(OC)cc3)c2)cc1	-3.1%	-3.2%	?	-14.9%	?	i	0.0%	16.3	-9.7%
COc1ccc(C(=S)N2CCCCCC2)cc1	7.3%	-4.4%	-2.1%	-0.9%	0.1%	i	-5.6%	?	-8.2%
O=S(=O)(NCc1ccc(Cl)cc1)c1cccc2cccnc12	?	-2.5%	?	0.0%	0.9%	i	-2.1%	2.4	.
CN1CCN(CC(=O)N2c3ccccc3C(C)(c3ccc(Cl)cc3)CC2(C)C)CC1 (stereo unspecified)	1.8%	-26.5%	?	-24.7%	?	?	-22.8%	?	-20.8%
COc1cccc(N2CCN(C(=O)c3ccc(-c4ccccc4)cc3)CC2)c1	10.9%	-1.3%	-0.9%	18.7%	-2.9%	i	-23.2%	20.5	0.4%
COc1cc(Nc2ncc3c(n2)CCN(Cc2cccc(C)c2)C3)cc(OC)c1	.	.	.	.	?	?	-48.4%	.	-32.3%
COc1ccccc1N1CCN(C2C(=O)Nc3ccccc3-n3nnnc32)CC1 (stereo unspecified)	.	-17.5%	.	-18.5%	?	.	.	6.6	.
Cc1nc(S(=O)(=O)c2ccc(Br)cc2)nc2c1CCC2	1.9%	10.1%	-7.0%	10.3%	-3.0%	i	-65.7%	-3.3	-28.8%
CN(CC(=O)Nc1ccncc1)S(=O)(=O)c1ccccc1	-26.4%	0.3%	-4.4%	2.3%	-15.1%	i	2.3%	8.0	-5.6%
